IL-1B inflam inh – inhibitors of inflammasome signaling (IL-1 beta secretion); THP-1 LPS/ATP IL-1B secretion, AlphaLISA, 16 h; hits give low values; activity change, % at 57.5 µM; 360,000 tested, 4.7% active; in the data active means activity change below about -50%; inconclusive means mostly about -30% to -49%; further: on the % scale 0 is the no-effect control and ±100 the full control effect
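THP-1 cells pretreated 1 hr with compounds (up to 57.5 uM final), then stimulated with LPS (250 ng/mL final) plus ATP (1.25 mM final); secreted IL-1B measured by AlphaLISA after 16 hr, decreased signal indicating inhibition.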
A549 viability – kills or reduces viability of A549 cells in Nrf2 counter-screen; AID 504648; 390,000 tested, 0.16% active; Potency, µM (doses to about 46 µM), for the others: top-dose activity change, negative = cytotoxicity, most hits filed as inhibitors; A549 ARE-Fluc cells, CellTiter-Fluor viability, 18-24 h; further: potency means the concentration at half of the fitted maximal effect; on the % scale 0 is the no-effect control and ±100 the full control effect
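A549 ARE_Fluc cells in 5% FBS OPTI-MEM were exposed to compounds in concentration-response for 18-24 h at 37 deg C. Viability was read by CellTiter-Fluor fluorescence (Ex 405/Em 525) after 30 min, before the luciferase read.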
Nrf2 inh – Nrf2 pathway inhibition; Potency, µM (highest dose often 46 µM), without a hit: top-dose activity change, negative = inhibition, most hits filed as inhibitors; A549 ARE-Fluc reporter, luciferase luminescence, 18-24 h; 360,000 tested, 2.1% active; further: potency means the concentration at half of the fitted maximal effect; on the % scale 0 is the no-effect control and ±100 the full control effect; nearly all actives have a fitted effect of over 60% in size
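A549 ARE_Fluc cells (5000/well, 5% FBS OPTI-MEM) pre-incubated 2 h, then treated with compounds 18-24 h at 37C/5% CO2 in concentration-response. CellTiter-Fluor viability read first; BugLite luciferase luminescence after 15 min at room temperature gives Nrf2 activity.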
MCF10A rerep – induces DNA re-replication in MCF 10a normal breast cells | MCF 10A DNA re-replication, Hoechst nuclear intensity, 48 h | 350,000 tested, 2.9% active | Potency, µM (highest dose often 46.1 µM), for inactives: top-dose activity, positive = re-replication, actives largely listed as activators; further: potency means the concentration at half of the fitted maximal effect; % of control where 0% means no effect; nearly all actives have a fitted effect of over 50% in size
S2 tox – cell viability loss in ATXN counter-screen; Potency, µM (top dose mostly 56.7 µM), usual class: cytotoxic; AID 651635; 400,000 tested, 0.49% active; S2 cells (HEK-293 line with an ATXN2-luciferase reporter) viability, CellTiter-Fluor protease fluorescence, 24 h; further: potency means the concentration at half of the fitted maximal effect; nearly all actives have a fitted effect of over 40% in size
TGFb inhibitor – TGF-b pathway inhibition; HepG2 CAGA-GFP TGF-b/SMAD3 reporter, GFP fluorescence, 18 h; TGF-beta stimulated, 500 pg/mL final; Potency, µM (highest dose often 46.1 µM), for the others: top-dose activity, negative = inhibition, actives largely listed as inhibitors; 410,000 tested, 1.2% active; further: potency means the concentration at half of the fitted maximal effect; on the % scale 0 is the no-effect control and ±100 the full control effect; nearly all actives have a fitted effect of over 65% in size
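TGF-beta reporter screen: HEPG2 CAGA-GFP, 1% FBS, 500 pg/mL TGF-beta final, 18 h; per-cell GFP summed per well; curves fitted and categorized by class.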
Nrf2 ARE act – Nrf2 pathway activation | 410,000 tested, 0.31% active | AREc32 ARE-luciferase reporter (MCF7-derived line), luminescence, 24 h | Potency, µM (highest dose often 46.1 µM), for inactives: at the top dose activation, hits mostly activators; further: potency means the concentration at half of the fitted maximal effect; % of control where 0% means no effect; nearly all actives have a fitted effect of over 65% in size
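AREc32_Fluc, 1000 cells/well, OPTI-MEM + 5% FBS, o/n 37 deg C 5% CO2; 23 nL cpd by pin tool, 24 hr; Steady-Glo 30 min RT, luminescence.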
ATXN2 expr inh – inhibitors of ATXN2 expression | HEK-293 ATXN2-luciferase reporter, luminescence, 24 h | Potency, µM (titrated, usually from 57 µM), without a hit: at the highest dose activity change, negative = inhibition, most hits filed as inhibitors | 360,000 tested, 0.72% active | AID 1745845; further: potency means the concentration at half of the fitted maximal effect; on the % scale 0 is the no-effect control and ±100 the full control effect; nearly all actives have a fitted effect of over 55% in size
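qHTS (up to 57 uM final) was run with 24 h compound exposure of reporter cells at 37 °C. Each well was multiplexed: SteadyGlo luminescence measured ATXN2-luciferase expression after a fluorogenic Gly-Phe-AFC viability readout (25 uM final).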
HepG2 viability – counter-screen for TGF-b inhibitors: cytotoxicity in HepG2 cells | HepG2 CAGA-GFP viability, ATP luminescence, 18 h | Potency, µM (titrated, usually from 46.1 µM), for the others: at the highest dose activity change, negative = cytotoxicity, hits mostly cytotoxic | 410,000 tested, 0.76% active | AID 588856; further: potency means the concentration at half of the fitted maximal effect; some results filed as inactive show a strong effect at the top dose
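HepG2 CAGA-GFP cells (1000/well, DMEM with 1% FBS) received compound, then TGF-beta at 500 pg/mL final, and were incubated 18 hours at 37 degrees C. Viability was read by CellTiter-Glo luminescence. Media-only wells were set as complete cell-killing and DMSO as no toxicity.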
The depositor's hits bear a star; i = inactive; u = inconclusive; x = no result given; [ ] = another dose, or the depositor's remark. Unless noted, the call rests on the fitted dose curve; in most records, active means well fitted curve in the direction sought with a large enough effect; inconclusive means small, poorly fitted or top-dose-only effect, or another doubt; inactive means no such curve, though single readings can be large; an effect the other way counts as inactive or inconclusive.

Every second line gives: IL-1B inflam inh, A549 viability, Nrf2 inh, MCF10A rerep, S2 tox, TGFb inhibitor, Nrf2 ARE act, ATXN2 expr inh, HepG2 viability
- O=C(NCCOc1ccc(F)cc1)C1CCN(S(=O)(=O)c2ccccc2)CC1
→ -8, -4%, 7%, 0%, i, 2%, -0.4%, 4%, 4%
- FC(F)Oc1ccccc1NC(=S)Nc1cccnc1
→ 9, -1%, 0%, -21%, i, 1%, 0.2%, 2%, -2%
- Cn1c(=O)n(CC(=O)NC2CCCCC2)c(=O)c2ccccc21
→ 28, -5%, x, 0%, i, 10%, 0.4%, 5%, 11%
- Cc1ccc(C(C)NC(=O)c2c(-c3ccccc3)noc2C)cc1C (stereo unspecified)
→ 23, 5%, 14%, -11%, i, -6%, -0.2%, -16%, -18%
- O=C(CNCc1ccco1)Nc1cccc(S(=O)(=O)N2CCCCC2)c1
→ -10, 0%, -6%, -2%, i, -2%, -1.0%, x, 8%
- COCCNc1nc(NCCCN(C)C)c2sccc2n1
→ -8, x, x, x, u, 23%, -1.1%, 11%, -10%
- Cn1c(N2CCN(C(=O)NC34CC5CC(CC(C5)C3)C4)CC2)nc2ccccc21
→ 25, 2%, -4%, 0%, i, 17%, -0.4%, 0%, -1%
- COCCOc1ccc(C(F)(F)F)cc1NC(=O)COC(=O)C1=COCCO1
→ 6, -1%, 2%, 7%, i, 13%, 0.2%, -4%, 0%
- Cc1ccc2c(c1)NC(=O)C(CC(=O)NCCCN1CCCCC1C)O2 (stereo unspecified)
→ 10, 15%, 2%, 5%, i, 5%, -0.1%, -1%, -2%
- CC(C)c1ccc(C(=O)NCc2ccc(Cl)cc2)cc1
→ -17, 1%, u, -2%, i, -1%, 3.5%, 44%[activator], -20%
- CNC(=S)N(CCc1c(C)[nH]c2ccc(Cl)cc12)Cc1cccnc1
→ u, -13%, u, -1%, i, -12%, -1.3%, -6%, -12%
- COC(=O)c1ccc(NC(=O)c2cccc(C)c2[N+](=O)[O-])cc1
→ 3, -15%, 5%, -6%, i, -1%, 3.6%, x, -2%
- COc1cccc(C(=O)NC2C(=O)N3C(C(=O)O)=C(COC(C)=O)CSC23)c1 (stereo unspecified)
→ 18, -7%, 5%, u, u, -8%, 20%, x, -26%
- Cc1cn2c(=O)cc(COC(=O)c3ccc(NC(=O)c4ccccc4C)cc3)nc2s1
→ x, -7%, x, x, x, 7%, -0.5%, x, 11%
- Cc1cccnc1NC(=O)Nc1cccc(Cl)c1
→ -12, 9%, u, 3%, i, -6%, 2.5%, 52%[activator], -11%
- Cc1ccc(Cl)cc1N1CCN(C(=O)c2cccn2-c2nnc(N3CCCCC3)s2)CC1
→ x, 0%, 0%, x, x, u, 0.3%, x, -31%
- CC(C)c1ccc(C2(C)NC(=O)N(CC(=O)N3CCN(C(=O)c4cccs4)CC3)C2=O)cc1 (stereo unspecified)
→ 7, -1%, u, -6%, i, 1%, -0.2%, -8%, -28%
- CC(C)C[C@H]1CN=C(Nc2ccccc2)N1CCC1CCCC1
→ -24, -1%, 1%, 13%, u, 11%, 0.6%, -15%, -3%
- CC1CC1c1ccc(/C=C(\C#N)C(=O)Nc2cccc(Cl)c2Cl)o1 (stereo unspecified)
→ 6, -4%, 22%, u, i, -18%, u, 38%, -29%
- O=[N+]([O-])c1ccc(CSc2nnc(-c3cccnc3)o2)cc1
→ 28, -8%, 9%, 9%, i, -1%, 7.0%, x, 0%
- COc1cccc(OCCCn2cc(/C=C3/C(=N)N4C=C(C)SC4=NC3=O)c3ccccc32)c1
→ 8, -11%, u, 8.2µM*, i, 0%, 0.2%, -10%, -7%
- COCCn1c(SCC(=O)NC2CCCCC2)nc2c(c1=O)SCC2
→ 7, -1%, -12%, 8%, i, 1%, -0.3%, 1%, 1%
- Cc1ccc(NC(=O)C2CC(=O)N(c3ccc4c(c3)OCCO4)C2)cc1S(=O)(=O)N1CCCCCC1 (stereo unspecified)
→ -13, u, 5.8µM*, 20%, u, u, -0.2%, u, -2%
- CCC1CC=CC2C1C(=O)N(Cc1ccccc1)C2c1ccc(OC)c(Cl)c1 (stereo unspecified)
→ x, -6%, u, x, x, u, x, x, -29%
- CCOC(=O)C1CCN(C(=O)c2cc3cc4ccc(OC)cc4nc3o2)CC1
→ 9, -5%, 6%, -1%, i, 12%, -0.5%, -1%, 7%
- NS(=O)(=O)c1ccc(NCc2ccccc2OCc2ccc(F)cc2)cc1
→ -16, -7%, x, 11%, i, u, 3.5%, -18%, -21%
- COc1cccc(C(=O)N2c3ccc(C)cc3C(C)(c3ccccc3)CC2(C)C)c1 (stereo unspecified)
→ x, 1%, u, x, x, u, 3.8%, x, -8%
- Cc1ccc(NC(=O)N2CCN(Cc3nc4ccc(C)cc4o3)CC2)cc1
→ x, 7%, x, x, i, -8%, 0.6%, -15%, -15%
- O=C(CC(O)c1ccncc1)c1ccccc1O (stereo unspecified)
→ -63*, -2%, 0%, u, u, u, u, -22%, -44%
- COCCN(CC(=O)NCC1CCCO1)C(=O)CCC(=O)Nc1ccccn1 (stereo unspecified)
→ -9, 0%, 7%, u, i, -4%, 0.0%, 22%, 1%
- Cc1ccc(S(=O)(=O)c2[nH]c(-c3ccccc3)nc2SCC(N)=O)cc1
→ x, -5%, 8%, x, i, 11%, 0.3%, 11%, -10%
- CCOc1ccc(NC(=O)CSc2nnc(Cn3cnc4ccccc43)n2C)cc1
→ 2, 4%, 7%, -4%, i, 2%, -0.2%, 4%, 4%
- O=C(CSc1nc2ncccc2o1)Nc1cccc(C(F)(F)F)c1
→ x, 4%, u, x, i, 0%, 7.4%, 15%, -4%
- O=C(Nc1cc2c3c(c1)CC(=O)N3CCC2)c1ccc(Br)o1
→ -5, -14%, 4%, -1%, i, -3%, 4.1%, 23%, 9%
- CCC(C(=O)O)N1C(=O)/C(=C/C(C)=C/c2ccccc2)SC1=S (stereo unspecified)
→ -6, -14%, 2%, 18%, u, u, 5.2%, -6%, -6%
- CCOC(=O)Nc1c(C(=O)OC)[nH]c2cc(OC)ccc12
→ 30, -18%, -13%, 24%, i, u, -0.2%, 19%, -68%
- O=C(NCCN1CCOCC1)C(=O)NCc1ccc2c(c1)OCO2
→ 13, 1%, 3%, 2%, i, -1%, 2.9%, 9%, 10%
- COc1ccccc1CNC(=O)CCCCn1c(=O)c2ccccc2n(CC(=O)Nc2cc(Cl)ccc2C)c1=O
→ x, -4%, -16%, x, i, -18%, 0.0%, -6%, -24%
- Cc1nonc1CN(C)C(=O)c1ccc(OC2CCN(C(=O)c3cccnc3)CC2)cc1
→ 26, -1%, 11%, -1%, i, 12%, -0.4%, -6%, 6%
- COc1ccc(CCC(=O)NCc2cccc(C(F)(F)F)c2)cc1
→ 0, 1%, 3%, -11%, i, 2%, 0.0%, -1%, -69%
- CCN1CCN(c2ccc(S(=O)(=O)N3CCCCC3)cc2NC(=O)Cc2ccc(OC)cc2)CC1
→ -80*, 6%, 4%, u, i, 36%[activator], 8.6%, -14%, -18%
- O=C1COc2ccc(C(=O)COC(=O)c3cnc(Cl)c(Cl)c3)cc2N1
→ u, -1%, 25%, -1%, i, -25%, 0.0%, -14%, -14%
- CCn1nc(C)c(Br)c1-c1nc(CS(=O)(=O)c2ccsc2)no1
→ 24, 0%, 18%, 7%, i, 0%, 3.7%, x, 120%
- Cc1cc(/C=C(\C#N)C(=O)NCc2cccs2)c(C)[nH]1
→ -21, -8%, 16%, -7%[9.22 µM], x, 9%, 2.8%, 17%, -6%
- CCCc1cc(=O)[nH]c(/N=C(/NC(=O)c2ccccc2)Nc2ccc3c(c2)OCCO3)n1
→ -13, -1%, 3%, -4%, i, 10%, 0.0%, -16%, 4%
- Cc1cc(C)cc(NC(=O)C2CC3CCC2C3)c1 (stereo unspecified)
→ -16, 3%, 2%, 3%, i, -5%, 0.9%, 0%, 1%
- Cc1c(Cl)cccc1NC(=O)CNC(=O)CCCc1nc2ccccc2c(=O)[nH]1
→ -4, -1%, -4%, 2%, i, -1%, 0.5%, -4%, -12%
- O=C(NCc1ccccc1)c1ccc(Cl)c(S(=O)(=O)N2CCCC2)c1
→ u, 1%, u, -4%, i, -20%, 0.0%, -21%, -9%
- O=C(CCn1c(=O)c2cccn2c2ccc(F)cc21)NCc1ccccc1F
→ x, 1%, 10%, x, x, 0%, 0.0%, x, 2%
- CC(=O)N1N=C(c2ccc(C)cc2)OC1c1ccc(C)cc1 (stereo unspecified)
→ -11, -8%, 0%, 0%, i, u, 0.2%, 22%, -15%
- O=C(Nc1nc(-c2ccccc2)cs1)c1cccc(S(=O)(=O)N2CCN(Cc3ccccc3)CC2)c1
→ -12, 4%, -28%, 29%, i, -7%, -0.1%, 4%, 1%
- Cc1ccc(C2C(C(=O)c3cc4ccccc4o3)=C(O)C(=O)N2c2cc(C)on2)cc1 (stereo unspecified)
→ -5, -19%, -23%, 9.2µM*, i, 4%, -0.3%, 4%, -4%
- CCCCc1ccc(NC(=O)CSCc2cc(=O)[nH][nH]2)cc1
→ -5, -2%, x, 13µM*, i, -1%, -0.6%, 1%, -22%
- O=C(Nc1cc(Br)ccc1O)c1cc(-c2ccco2)on1
→ -25, -5%, u, -8%, i, 6%, 4.5µM*, 30%, 2%
- COc1ccc(NC(=O)c2cc(-c3cc(F)ccc3OC(C)C)n[nH]2)c(OC)c1
→ -12, x, x, x, i, 17%, 1.9%, -5%, 0%
- CN1C(=O)C(C)(C)c2cc(S(=O)(=O)N3CCN(c4ccccc4F)CC3)ccc21
→ 15, 2%, -17%, -2%, i, 7%, -0.9%, 4%, -11%
- COCCNc1cc(C)nc2c(-c3ccccc3OC)c(C)nn12
→ 29, -2%, -21%, 14%, i, u, -0.4%, -4%, -27%

Compound activity as filed in PubChem.
